# Bioassay records as filed in PubChem BioAssay.
# GLP-1R agonist – qHTS of GLP-1 Receptor Agonists; Glucagon-like peptide 1 receptor (Homo sapiens), P43220; HEK293 GLP-1R CRE-luciferase, luminescence, 4-6 h; cells express a hypersensitive GLP-1R form; Potency, µM (top dose mostly 45.6 µM), without a hit: top-dose activation, usual class: activators; hit rate 0.007% among 380,000; AID 624172, 2012; further: potency means the concentration at half of the fitted maximal effect; % of control where 0% means no effect
# Target sequence (P43220 whole entry, looked up): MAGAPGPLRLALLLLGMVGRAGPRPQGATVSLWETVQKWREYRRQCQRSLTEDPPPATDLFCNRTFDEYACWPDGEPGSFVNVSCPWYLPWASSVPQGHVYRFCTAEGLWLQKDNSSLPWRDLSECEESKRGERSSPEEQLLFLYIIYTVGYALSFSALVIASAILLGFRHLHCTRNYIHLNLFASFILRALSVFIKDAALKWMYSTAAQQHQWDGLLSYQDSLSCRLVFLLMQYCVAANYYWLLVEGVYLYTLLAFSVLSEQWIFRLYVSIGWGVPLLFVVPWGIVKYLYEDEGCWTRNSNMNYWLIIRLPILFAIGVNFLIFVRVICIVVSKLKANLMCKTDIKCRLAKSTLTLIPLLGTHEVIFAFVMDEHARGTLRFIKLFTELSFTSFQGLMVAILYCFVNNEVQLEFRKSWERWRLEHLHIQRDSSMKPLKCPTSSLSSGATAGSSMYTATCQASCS
# D3 ag – qHTS of D3 Dopamine Receptor Agonist: qHTS. D(3) dopamine receptor (Homo sapiens), P35462. D3R DiscoveRx beta-arrestin cells, luminescence, 90 min. max activation, %. AID 652048, 2013. hit rate 0.58% among 410,000; in the data active means max activation above about 30%; further: 0% is about no effect; mostly tested at two doses, the higher about 12 µM
# Target sequence (P35462 whole entry, looked up): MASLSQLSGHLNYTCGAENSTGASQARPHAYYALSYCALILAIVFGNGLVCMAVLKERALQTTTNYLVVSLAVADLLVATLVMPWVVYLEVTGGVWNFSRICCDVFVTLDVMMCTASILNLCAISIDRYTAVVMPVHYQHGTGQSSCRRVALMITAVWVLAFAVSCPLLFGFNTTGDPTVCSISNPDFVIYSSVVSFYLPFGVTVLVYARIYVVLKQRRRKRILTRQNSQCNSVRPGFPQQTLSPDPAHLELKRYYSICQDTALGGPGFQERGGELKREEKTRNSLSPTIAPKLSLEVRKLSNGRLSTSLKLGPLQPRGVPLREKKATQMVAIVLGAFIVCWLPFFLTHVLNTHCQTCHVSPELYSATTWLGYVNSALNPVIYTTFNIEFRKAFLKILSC
#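 Cells at 1500/well, incubated overnight, then treated with pinned compounds (dopamine as control) for 90 min at 37 degrees C. DiscoveRx reagent added for 30 - 60 minutes at room temperature; luminescence read.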
# GLP1R cytotox – qHTS of GLP-1 Receptor Inverse Agonists: Cytotox Screen | HEK293 cAMP-luciferase reporter cells, luminescence, 24 h | Potency, µM (titrated, usually from 38.3 µM), without a hit: at the highest dose activity change, negative = inhibition, hits mostly inhibitors | hit rate 0.13% among 410,000;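 further: loss of luciferase light is scored as toxicity; potency means the concentration at half of the fitted maximal effect; on the % scale 0 is the no-effect control and ±100 the full control effect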
#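 Compound-treated cells are incubated 24 hr at 37 deg C under 5% CO2 after a 12 hour attachment period, then luciferase detection reagent is added and luminescence is measured following 12 min at room temperature; lowered signal indicates toxicity.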
# PI5P4K alpha inh – qHTS for Inhibitors of phosphatidylinositol 5-phosphate 4-kinase (PI5P4K); Phosphatidylinositol 5-phosphate 4-kinase type-2 alpha (Homo sapiens), P48426; PI5P4Kalpha enzyme, ADP-Glo luminescence, 60 min; hits give low values; max response, %; hit rate 1.2% among 330,000; active means max response of -50% or lower; inconclusive means between -30% and -50%; inactive means -30% or higher; further: value at the top dose of about 77 µM; on the % scale 0 is the no-effect control and ±100 the full control effect
#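 qHTS, 1536-well: enzyme/substrate mix, compound by pin tool, 5 microM ATP final; RT 60 min; ADP-Glo reagents 1 (45 min) then 2 (30 min); luminescence.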
# WRN helicase inh – qHTS for Inhibitors of WRN Helicase. Bifunctional 3'-5' exonuclease/ATP-dependent helicase WRN (Homo sapiens), Q14191. hit rate 0.46% among 360,000. Potency, µM (series often up to 114 µM), inactives show at the highest dose activity change, negative = inhibition, actives largely listed as inhibitors. WRN helicase unwinding, fluorescent forked duplex, kinetic. AID 651768, 2012; further: potency means the concentration at half of the fitted maximal effect; on the % scale 0 is the no-effect control and ±100 the full control effect; nearly all actives have a fitted effect of over 55% in size
#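 Fluorescence dequenching readout, ex 525 nm/em 598 nm, kinetic mode: forked duplex DNA (100 nM final) with adjacent fluorophore and quencher unwound by WRN (20 nM final) with 2 mM ATP. Compound preincubation 15 min, room temperature.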
# PLK1 PBD block – qHTS for Inhibitors of PLK1-PDB (polo-like kinase 1 - polo-box domain): Primary Screen; Serine/threonine-protein kinase PLK1 (Homo sapiens), P53350; Plk1 PBD binding of FITC phosphopeptide, fluorescence polarization; Potency, µM, for inactives: max response, negative = inhibition, hits mostly inhibitors; hit rate 2.8% among 360,000; AID 720504, 2013; further: potency means the concentration at half of the fitted maximal effect; series mostly up to about 57 µM; on the % scale 0 is the no-effect control and ±100 the full control effect; nearly all actives have a fitted effect of over 65% in size
# GLP-1R inv ag – qHTS of GLP-1 Receptor Inverse Agonists (Inhibition Mode). hit rate 1.6% among 410,000. HEK293 GLP-1R CRE-luciferase, luminescence, 24 h; GLP-1R form is constitutively active. AID 624417, 2012. Potency, µM (doses to about 38.3 µM), without a hit: at the top dose activity change, negative = inhibition, actives largely listed as inhibitors; further: potency means the concentration at half of the fitted maximal effect; on the % scale 0 is the no-effect control and ±100 the full control effect; nearly all actives have a fitted effect of over 55% in size
#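 Assay principle: reduced luminescence from a cAMP-responsive reporter in HEK293 cells co-expressing a constitutively active GLP-1R. Conditions: 24 hr compound incubation, 37 deg C, 5% CO2.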
# DRD3 antagonist – qHTS of D3 Dopamine Receptor Antagonist: qHTS; D(3) dopamine receptor (Homo sapiens), P35462; D3R cells, DiscoveRx beta-arrestin luminescence, antagonist mode; hits give low values; max response, negative = inhibition, %; hit rate 2.5% among 360,000; AID 652054, 2013; in the data active means max response below about -50%; inconclusive means no clear call, values can overlap the other calls; further: on the % scale 0 is the no-effect control and ±100 the full control effect; mostly tested at two doses, the higher about 12 µM
#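 Cells expressing the human receptor were seeded at 1500 cells/well, incubated overnight at 37 degrees C in 5% CO2, then exposed to library compounds with dopamine controls for 90 minutes at 37 degrees C before luminescent detection.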
# IL2 activator – qHTS of IL-2 Activators. hit rate 0.065% among 360,000. activation, % (series mostly up to about 46 µM). IL-2 activation reporter assay, cell-based qHTS; stimulated with anti-CD3/CD4/CD28 beads; in transgenic mouse T cells; in the data active means activation above about 50%; inconclusive means mostly about 30% to 49%; further: 0% is about no effect
#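 EGFP and DsRed fluorescence is measured by plate cytometry in unstimulated transgenic mouse T cells exposed to compound for 60 minutes, then stimulated 18 hours at 37 degrees C with anti-CD3/anti-CD4 beads plus anti-CD28.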
# Numbers without * were called inactive; ? = inconclusive; . = no result given; & = joins results of further samples; [ ] = dose if it differs, or a comment. Unless noted, the call rests on the fitted dose curve; in most records, active means well fitted curve in the direction sought with a large enough effect; inconclusive means small, poorly fitted or top-dose-only effect, or another doubt; inactive means no such curve, though single readings can be large; an effect the other way counts as inactive or inconclusive.
SMILES,GLP-1R agonist,D3 ag,GLP1R cytotox,PI5P4K alpha inh,WRN helicase inh,PLK1 PBD block,GLP-1R inv ag,DRD3 antagonist,IL2 activator
CCCCCCn1nc(C(=O)Nc2nc3c(s2)CCCC3)c2ccccc2c1=O,0%,6,-11%,14,1%,2%,?,10,-5.3
CCc1nnc(NC(=O)c2sc3nc4cc(C)ccc4cc3c2N)s1,-3%,-9,0%,.,11µM*,-9%,5%,-11,3.8
COCc1ccc2oc(C(=O)O)cc2c1,0%,-3,3%,-68*,?,3.4µM*,1%,-1,-2.7
C[n+]1ccn(CC(=O)c2ccc(Cl)cc2)c1,-6%,-6,43%[activator],-2,-18%,-3%,0%,-7,-0.4
Cc1cc(C(=O)NC2=NCCS2)cs1,-15%,-11,2%,.,0%,-11%,0%,9,-1.5
COc1ccc(N2CCN(C(=O)c3ccc(CNS(=O)(=O)c4cccc(OC)c4)cc3)CC2)cc1,2%,9,-13%,0,0%,0%,-25%,0,-2.8
O=C(CCCn1cncn1)N1CCCC(N2CCN(c3ccc(F)cc3)CC2)C1 (centres undefined),-3%,2,-2%,5,-19%,1%,10%,-8,-1.7
CC(NCc1cccs1)C(=O)NC1CCCCC1 (centres undefined),-4%,-2,5%,-3,-10%,-4%,-14%,11,-2.5
Cc1cc(OCC(=O)Nc2cccc(S(=O)(=O)N3CCCC3)c2)ccc1Cl,3%,-2,-7%,1,-13%,4%,?,7,-4.5
COc1ccc(CCNC(=O)CSc2nnc3ccc(-c4ccccn4)nn23)cc1OC,16%,4,1%,2,5%,1%,2%,-3,-1.4
Cc1cccc(NC(=O)C2CCCC2)c1,3%,1,8%,.,-3%,-7%,0%,10,-0.7
CCOC(=O)C1C(=O)N(C(=O)c2ccc(OC)cc2)CC1c1ccccc1 (centres undefined),16%,-21,-11%,.,-4%,-6%,2%,8,1.7
C=CCC(CC=C)(NC(=O)c1ccccc1C)c1ccccc1,-17%,0,13%,16,3%,0%,?,5,-0.9
O=C(O)c1cc2cc(S(=O)(=O)O)ccc2cc1O,9%,-7,-3%,?,1%,-3%,13%,-13,-4.4
COc1ccc(C(=O)NNC(=O)CSc2nnc(COc3ccccc3OC)n2C)cc1,1%,-6,9%,5,-33%[57.1 µM],-14%,5%,2,-2.0
S=c1nc2ccccc2c2nc(-c3ccccc3Br)[nH]n12,11%,-7,?,-1,-11%,-17%,?,1,-0.2
CCOc1ccc(S(=O)(=O)NCCC(=O)NCCCSc2ccccc2)cc1,1%,-10,17%,-7,-1%,-10%,-26%,-8,-7.6
O=C(Nc1ccc(C(F)(F)F)cc1)c1ccccc1-n1cnnn1,8%,1,-20%,0,-1%,-5%,-13%,-9,-0.2
O=C(CCC(=O)N1CCOc2ccccc21)NCCCc1ccccc1,7%,-4,-8%,3,1%,-7%,?,-3,-2.3
CC(=O)N1CCC(N(C(=O)Nc2c(F)cccc2F)C(C)C)CC1,-1%,0&-7,-11%&1%,0,-3%,1%,1%&4%,-12,3.7
Cc1cccc(NC(=S)N2CCN(S(=O)(=O)c3cccc(F)c3)CC2)c1,3%,-6,10%,11,1%,-21%,?,-25,0.7
O=C(COc1ccccc1)Nc1nnc(-c2ccccc2)o1,-1%,-1,?,-4,-7%,-14%,-12%,2,0.2
CCOc1ccc(S(=O)(=O)Nc2cccc(Cl)c2)cc1,7%,-27,-8%,.,-21%[57.1 µM],-7%,?,?,-4.3
CCCCCCn1c(CN2CCCCC2C)nc2c1c(=O)n(C)c(=O)n2C (centres undefined),9%,1,1%,.,-6%[57.1 µM],-4%,-3%,-7,-0.7
CN(Nc1cccc(Cl)c1)c1cccc(Cl)c1,6%,-4,-13%,9,-1%,-12%,?,-5,0.0
# Next records follow.
SMILES,GLP-1R agonist,D3 ag,GLP1R cytotox,PI5P4K alpha inh,WRN helicase inh,PLK1 PBD block,GLP-1R inv ag,DRD3 antagonist,IL2 activator
CCOc1ccccc1CN1CCN(C2CCC2)CC1CCO (centres undefined),-1%,-2,-18%,1,2%,-1%,2%,2,-1.3
O=C(NC1CCCC1)C(c1cccnc1)N(Cc1ccc(F)cc1)C(=O)c1csnn1 (centres undefined),12%,3,4%,5,5%,-6%,-15%,-5,-0.2
CC(C)CC(CO)N1CCN(C(=O)c2ccccc2)CCC1=O (centres undefined),-1%,4,9%,6,-2%,-4%,19%,10,0.0
O=C(Cc1cc(=O)[nH]c(=O)[nH]1)NCc1ccc(Cl)cc1,-1%,1,22%,1,-6%,-7%,7%,-11,1.7
COc1cccc(CNC(=O)CCSCc2ccccc2F)c1,2%,4,6%[0.307 µM],0,-10%,2%,-9%[0.307 µM],-12,-0.5
CC(OC(=O)Cc1c[nH]c2ccccc12)C(=O)NC1CCCCC1C (centres undefined),5%,-1,-12%,-7,-2%,-2%,?,16,0.7
Oc1ccccc1C=NC1CCCCC1N=Cc1ccccc1O (centres undefined),4%,-5,-1%,-2,7%,0%,9%,12,0.2
CCOC(=O)C1=C(C)Nc2nc3ccccc3n2C1c1ccncc1 (centres undefined),-3%,-4,-6%,-18,-2%,-11%,3%,?,-1.7
Cc1onc(-c2ccccc2Cl)c1C(=O)Nc1ccccc1C(=O)NC(C)C,2%,-16,48%[activator],.,-12%,-9%,?,-19,1.3
O=C(C(=O)c1ccc(O)cc1)c1ccccc1,-8%,0,4%,-1,1%,-5%,-5%,12,-0.4
O=C(Cn1c(=O)oc2ccccc21)Nc1ccc(F)cc1,10%,5,-7%,-1,5%,-1%,9%,-9,-0.8
CN(c1ccccc1)S(=O)(=O)c1ccc(C(=O)OCC(=O)N2CCOCC2)cc1,-3%,3,-11%,.,7%,-1%,4%,9,-1.7
O=C(NNC(=S)Nc1ccccc1)Nc1ccccc1,7%,1,0%,-21,-6%,?,38%[activator],-24,-4.3
COc1ccc(CNC(=O)COC(=O)CCOc2ccccc2)cc1,0%,0,-1%,0,2%,6%,0%,-4,-0.9
CC(=O)NNC(=O)CN1C(=O)/C(=C/c2ccccc2)SC1=S,-2%,-2,-16%,1,-3%,-11%,12%,1,8.1
COc1cccc(C2NC(=O)c3n[nH]c(-c4cccs4)c32)c1 (centres undefined),8%,5,-18%,.,.,.,24%,.,.
CCOC(=O)C1C(=O)C(C(C)=O)C(=O)CC1CC(C)SCC (centres undefined),3%,0,0%,.,-18%,-5%,4%,5,-1.0
CN(Cc1ccc(Cl)cc1Cl)C(=O)c1cccc(S(=O)(=O)N2CCN(c3ccccc3)CC2)c1,-2%,-5,-7%,1,-19%,-8%,?,-15,0.5
Cc1ccc(CNC(=O)c2ccc(NS(=O)(=O)c3c(C)noc3C)cc2)cc1,0%,-4,4%,5,-13%,-1%,1%,-19,0.2
COc1cc(/C=C2/C(=O)NN(c3ccc(Cl)cc3)C2=O)cc(Br)c1O,-1%,-11,-22%,?,-23%,?,?,-21,-3.0
C=C(C)CSc1nnc(-c2ccccc2)n1N,1%,4,0%[1.53 µM],3,-29%[57.1 µM],-3%,24%,-14,-0.7
COc1ccc(C2CC(c3ccc(OC)cc3)n3nc(NC(=O)c4cccs4)nc3N2)cc1 (centres undefined),3%,6,-24%,.,-8%,1%,-19%,1,1.1
Cc1nn(CC#N)c(=O)n1-c1ccccc1,-4%,0,-7%,0,-1%,5%,2%,-6,-0.9

# In another format: results already given
# Order of results: GLP-1R agonist	D3 ag	GLP1R cytotox	PI5P4K alpha inh	WRN helicase inh	PLK1 PBD block	GLP-1R inv ag	DRD3 antagonist	IL2 activator
- CC(OC(=O)Cc1c[nH]c2ccccc12)C(=O)NC1CCCCC1C (centres undefined)
  5%	-1	-12%	-7	-2%	-2%	?	16	0.7
- Oc1ccccc1C=NC1CCCCC1N=Cc1ccccc1O (centres undefined)
  4%	-5	-1%	-2	7%	0%	9%	12	0.2
- CCOC(=O)C1=C(C)Nc2nc3ccccc3n2C1c1ccncc1 (centres undefined)
  -3%	-4	-6%	-18	-2%	-11%	3%	?	-1.7
- Cc1onc(-c2ccccc2Cl)c1C(=O)Nc1ccccc1C(=O)NC(C)C
  2%	-16	48%[activator]	.	-12%	-9%	?	-19	1.3
- O=C(C(=O)c1ccc(O)cc1)c1ccccc1
  -8%	0	4%	-1	1%	-5%	-5%	12	-0.4
- O=C(Cn1c(=O)oc2ccccc21)Nc1ccc(F)cc1
  10%	5	-7%	-1	5%	-1%	9%	-9	-0.8
- CN(c1ccccc1)S(=O)(=O)c1ccc(C(=O)OCC(=O)N2CCOCC2)cc1
  -3%	3	-11%	.	7%	-1%	4%	9	-1.7
- O=C(NNC(=S)Nc1ccccc1)Nc1ccccc1
  7%	1	0%	-21	-6%	?	38%[activator]	-24	-4.3
- COc1ccc(CNC(=O)COC(=O)CCOc2ccccc2)cc1
  0%	0	-1%	0	2%	6%	0%	-4	-0.9
- CC(=O)NNC(=O)CN1C(=O)/C(=C/c2ccccc2)SC1=S
  -2%	-2	-16%	1	-3%	-11%	12%	1	8.1
- COc1cccc(C2NC(=O)c3n[nH]c(-c4cccs4)c32)c1 (centres undefined)
  8%	5	-18%	.	.	.	24%	.	.
- CCOC(=O)C1C(=O)C(C(C)=O)C(=O)CC1CC(C)SCC (centres undefined)
  3%	0	0%	.	-18%	-5%	4%	5	-1.0
